GPR151 ag: human GPR151 activation | Q8TDV0 | PathHunter beta-arrestin GPR151 cells, luminescence | activation, % at 11.2 µM | 650,000 compounds, 1% hits; in the data active means activation above about 4.9%;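 further: 0% = median of compound wells and 100% = cells with positive control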
MITF primary: blocks human microphthalmia-associated transcription factor; AlphaScreen MITF homodimerization, bead proximity signal; inhibition, % at 2.6 µM; 650,000 compounds, 0.91% hits; AID 1259374; in the data active means inhibition above about 50%;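 further: 0% = vehicle wells with protein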
TEAD-YAP inh: TEAD-YAP interaction inhibition. inhibition, % at 9.12 µM. 640,000 compounds, 1.4% hits. HEK-TIYL cells, TEAD-Gal4/YAP UAS-luciferase luminescence; in the data active means inhibition above about 32%;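 further: 0% = median of test compound wells and 100% = reference inhibitor wells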
FBW7 act: activators of human E3 ligase FBW7; AlphaScreen FBW7–phospho-cyclin E peptide binding, activator screen; normalized activity (activation), % at 26.1 µM; 650,000 compounds, 0.13% hits; AID 1259310; Q969H0; in the data active means normalized activity above about 1.9%;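 further: purified mutant Fbw7 with reduced substrate affinity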
Target sequence (Q969H0 whole entry, looked up): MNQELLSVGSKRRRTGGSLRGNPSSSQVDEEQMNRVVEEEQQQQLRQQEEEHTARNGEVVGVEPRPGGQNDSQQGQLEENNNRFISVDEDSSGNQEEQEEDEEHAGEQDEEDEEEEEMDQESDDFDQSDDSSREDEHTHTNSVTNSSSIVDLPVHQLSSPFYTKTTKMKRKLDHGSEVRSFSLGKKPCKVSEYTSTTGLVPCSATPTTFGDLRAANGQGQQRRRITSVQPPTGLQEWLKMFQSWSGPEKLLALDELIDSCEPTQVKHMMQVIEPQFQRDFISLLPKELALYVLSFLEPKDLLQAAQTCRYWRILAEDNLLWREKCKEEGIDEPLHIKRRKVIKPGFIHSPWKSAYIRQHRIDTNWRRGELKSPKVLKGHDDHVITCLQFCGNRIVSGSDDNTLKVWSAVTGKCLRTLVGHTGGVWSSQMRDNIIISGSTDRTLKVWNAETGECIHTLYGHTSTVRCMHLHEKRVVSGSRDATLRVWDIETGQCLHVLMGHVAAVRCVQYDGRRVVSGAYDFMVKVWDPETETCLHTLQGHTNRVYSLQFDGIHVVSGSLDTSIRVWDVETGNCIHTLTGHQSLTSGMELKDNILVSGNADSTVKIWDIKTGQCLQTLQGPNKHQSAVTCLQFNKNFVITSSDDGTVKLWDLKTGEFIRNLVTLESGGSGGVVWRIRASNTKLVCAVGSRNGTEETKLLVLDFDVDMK
The depositor's hits bear a star; · = not tested or not shown; & = joins results of further samples. Not a hit list; any-hit rate near 3.5%.

Structure,GPR151 ag,MITF primary,TEAD-YAP inh,FBW7 act
CC(C(=O)Nc1ccccc1F)N1CCN(C)CC1 (configuration not stated),-2.0,16,8,0.0
CCCC(C)NC(=O)CN(c1ccc(F)cc1)S(=O)(=O)c1ccc(C)cc1 (configuration not stated),-0.4,8,0,0.0
CCCCCc1ccc(-c2ccc(C(=O)Nc3ccc(CCCC)cc3)cc2)nc1,-1.5,-11,-6,0.0
CCOC(=O)c1ccc2ncc(C(=O)OCC)c(NCCCO)c2c1,-0.5,7,11,0.7
COC(=O)C1CCN(S(=O)(=O)c2ccc([N+](=O)[O-])cc2)CC1,0.6,10,-1,-0.1
CCC(=O)N1CCCc2cc(S(=O)(=O)N3CCC(C)CC3)ccc21,-0.6,0,-6,-0.1
CCn1c(COc2ccc(Cl)c3cccnc23)nnc1SC,-1.1,-1,-20,0.1
COc1ccccc1NC(=O)N1CCCC1C(=O)Nc1ccccc1F (configuration not stated),0.6,8,1,0.0
COc1ccc(C2c3c(n(C)c(=O)n(C)c3=O)N=C3c4ccccc4C(=O)C32)c(OC)c1 (configuration not stated),-0.8,-10,-5,0.1
COc1ccc([N+](=O)[O-])cc1NC(=O)C1CCCO1 (configuration not stated),2.2,17,2,0.7
COc1ccc(NC(=O)c2cc3n(n2)C(C(F)(F)F)CC(c2ccc(OC)c(OC)c2)N3)cc1Cl (configuration not stated),0.8,19,-4,0.1
CC1CC(C)CN(c2c([N+](=O)[O-])nn(-c3ccc(Cl)cc3)[n+]2[O-])C1 (configuration not stated),-1.3,16,-5,0.3
CCC(C)NC(=O)c1c(C)nc2ccccn12 (configuration not stated),-0.5,15,11,2.1*
O=C1C(=O)N(CCN2CCOCC2)C(c2ccc(F)cc2)/C1=C(/O)c1ccc(S(=O)(=O)N2CCOCC2)cc1 (configuration not stated),-2.2,6,2,0.4
CCOC(=O)c1ccc2ncc(C(=O)OCC)c(Nc3ccc(O)cc3)c2c1,0.0,14,7,-0.1
O=c1cc(CSc2nnc(-c3ccccc3)c(-c3ccccc3)n2)nc2ccc(Br)cn12,0.0,9,0,0.0
C=CCNC(=S)Nc1ccc(C(N)=O)cc1,1.1,5,-13,0.1
CCN(Cc1c(O)ccc2c(-c3ccccc3)cc(=O)oc12)C1CCCCC1,-1.0,5,4,0.6
CC1=CC(C)(C)N(C(=O)Nc2cccc(Cl)c2)c2ccccc21,0.7,12,-11,0.0
Cc1cccc(C)c1NC(=O)CN(CCCO)CC(=O)Nc1c(C)cccc1C,-0.4,6,4,0.1
COc1ccccc1C1C(C(=O)Nc2ccccc2F)=C(C)NC2=C1C(=O)CCC2 (configuration not stated),1.1,-5,12,0.0
O=C1C2C3C=CC(C3)C2C(=O)N1c1cccc(N2C(=O)C3C4C=CC(C4)C3C2=O)c1 (configuration not stated),-0.8,-5,-11,0.0
C=CCNC(=O)c1c(-c2c(F)cccc2Cl)noc1C,0.1,-1,9,-0.1
COCCNC(=O)/C(C#N)=C/c1c[nH]c2ccccc12,1.9,-8,-31,0.0
O=C(NNC(=O)c1cc2ccccc2cc1O)Nc1ccc([N+](=O)[O-])cc1,1.2,-16,0,0.0
Cc1csc(-c2cnc3ccc(NCCc4cccnc4)nn23)c1,-1.0,-22,-6,-0.2
CN(CCO)C(=O)c1cc(-c2ccc(Cl)cc2)nc2ccccc12,-0.9,1,-7,0.0
OCCCNc1ccc2ncc(-c3ccc(F)c(Cl)c3)n2n1,1.6,-11,-3,0.2
COc1ccc(CCNc2ncnc3c2nc(-c2ccc(N4CCOCC4)nc2)n3C(C)C)cc1,0.9,-2,59*,-0.1
O=C(C(=O)N1CCc2ccccc21)c1c[nH]c2ccccc12,-0.5,-1,-21,-0.1
CCOC(=O)C1=C(C)NC2=C(C(=O)CCC2)C1c1ccccc1 (configuration not stated),0.2&0.3&-0.4,-5&0&7,0&-4&6,-0.3&0.7&0.1
O=C1OC2(CCCCC2)OC(=O)C1=CNc1ccc([N+](=O)[O-])cc1Br,1.4,-1,1,-0.1
OCCNC(c1ccccc1)(c1ccccc1)c1ccccc1,0.1,-4,1,-0.2
Cc1cc(C)c2c(c1)cc(C)c1nn(CC(=O)NC3CC3)c(=O)n12,0.2,8,2,0.2
CC(C)CCN1NC(C)(C)NC1=S,0.0,7,1,-0.1
CC(C)(C)c1cc(O)c(C(C)(C)C)cc1O,-0.2,-3,·,0.5
O=C(O)COc1c(Br)cc(/C=C2/NC(=O)NC2=O)cc1Br,-0.5,10,9,-0.2
COc1ccc(C2CC(C(F)(F)F)n3nc(C(=O)N4CCCC4)c(Cl)c3N2)cc1 (configuration not stated),-1.0,6,13,0.0
CC(NC(=O)CN1C(=O)CC(C)(C)S(=O)(=O)c2ccccc21)c1ccccc1 (configuration not stated),-0.9,14,4,0.0
Cc1c(C(=O)Nc2cc(Cl)ccc2O)cccc1[N+](=O)[O-],-0.7,-11,-2,0.5
c1ccc2c(c1)CCN(c1nc(NCCN3CCOCC3)c3ncn(-c4ccsc4)c3n1)C2,0.5,10,-1,0.1
Cc1nnc(NC(=O)CN2C(=O)S/C(=C\c3ccc(Cl)cc3Cl)C2=O)s1,1.4,0,-5,-0.1
Cc1ccc(C2CCN(C(=S)NCC3CCCO3)C2)cc1 (configuration not stated),1.7,-9,-8,-0.1
CCc1ccc(NC(=O)CN2CCN(c3nccn3-c3ccccc3F)CC2)cc1,-1.2,1,2,-0.4
COc1ccc(CCNC(=S)NNC(=O)c2cccnc2)cc1OC,2.0,17,-1,-0.2
O=C(/C=C\c1ccc([N+](=O)[O-])cc1)OCc1ccco1,3.1,2,2,-0.3
CCOc1ccccc1NC(=O)c1ccc(F)c(S(=O)(=O)N(Cc2ccc(C(=O)OC)cc2)Cc2ccc(OC)c(OC)c2)c1,1.2,-1,3,-0.1
COC(=O)c1sc(NC(=O)c2ccc([N+](=O)[O-])c(C)c2)c(C(=O)OC)c1C,0.3,-2,6,-0.1
CCOC(=O)N/N=C(\C)c1ccc(C)c([N+](=O)[O-])c1,0.8,-5,-11,0.1
COc1cc([N+](=O)[O-])cc(/C=N/NC(=O)c2cc(C)[nH]n2)c1O,-0.9,59*,-5,-0.8
NC(=O)c1c(Sc2ccc(F)cc2)cc([N+](=O)[O-])cc1[N+](=O)[O-],0.9,5,10,0.0
N#CC1(C#N)[C@H](c2ccc(Br)cc2)[C@@H](C(=O)c2ccccc2)N2c3ccccc3C=C[C@@H]21,-1.5,16,-8,0.4
c1ccc(CCc2nnc3n2CCN(Cc2ccc4cccnc4c2)CC3)cc1,-0.8,10,6,0.1
Cc1[nH]n(-c2ccc(Cl)c(Cl)c2)c(=O)c1CCO,-0.2,4,-4,-0.1
CCOC(=O)c1sc2nc(C)nc(N3CCCC3)c2c1C,-0.9,-7,-7,0.0
CCCCCCC1CCC(C(=O)Nn2c(C)nc3ccccc3c2=O)CC1 (configuration not stated),1.0,14,6,0.1

The list continues.
Structure,GPR151 ag,MITF primary,TEAD-YAP inh,FBW7 act
COc1ccc2cc(CN(CCO)C(=O)c3ccc(Br)cc3)c(=O)[nH]c2c1,0.1,1,1,0.1
CN1CCN(C(=O)c2ccc(-c3cc(NCCOc4ccccc4)nc(N)n3)cc2)CC1,0.0,1,4,-0.1
CCOc1ccccc1OCCOCCN1CCN(Cc2ccccc2)CC1,0.9,85*,5,0.3
COc1ccc(N/C=C/C(=O)c2ccc(Br)cc2)cc1,-0.4,-10,-20,0.0
CCN1CCN(C(=O)c2sc3ncn(CC(=O)N4CCCCC4C)c(=O)c3c2C)CC1 (configuration not stated),-0.9,2,1,0.2
Cc1ccc(C(C)C)c(OCC(=O)Nc2ccc(-c3nc4cc(C)cc(C)c4o3)cc2)c1,0.0,10,-14,0.0
CSc1ccccc1C(=O)O/N=C1/C(=O)N(C)c2ccccc21,-0.4,-14,3,0.2
CN(C)C(=O)[C@@H]1C[C@@H](Sc2ccccn2)CN1C1C2CC3CC(C2)CC1C3 (some centres not stated),1.2,2,6,0.0
CCOc1ccc(-c2coc3cc(OCC)cc(OCC)c3c2=O)cc1,0.6,1,7,0.1
CCC(C)NC(=O)C(=O)NCC1COc2ccccc2O1 (configuration not stated),1.4,-11,-4,0.0
Cc1cc(NCCOc2ccccc2)nc(-c2csc3ccccc23)n1,2.2,14,-3,0.0
O=C(CCSCc1ccc(Cl)cc1)NC1CCCC1,-0.4,1,-6,0.1
CCc1cc2c(=O)c(-c3nc4ccccc4s3)c(C(F)(F)F)oc2cc1O,-1.8,-10,-28,0.1
O=C(O)Cc1ccc(NCc2ccccc2)cc1,-0.2,8,13,0.1
CC(=O)c1ccc(NC(=O)CSc2nccn2Cc2ccc(F)cc2)cc1,1.7,0,10,-0.1
Cc1ccc(C(=O)Nc2ncc(Cc3ccccc3F)s2)o1,-0.3,5,-59,-0.1
O=C(C(F)C(F)(F)F)N1CCN(c2ccccc2)CC1 (configuration not stated),0.3,-6,-3,-0.1
CC1(C)CC(=O)C2=C(C1)NC1=C(C(=O)CC(C)(C)C1)C2c1ccccc1,1.5,5,19,0.0
O=C(c1sccc1-n1cccc1)N1CCCC1,-0.4,5,12,0.1
CCN1CCc2c(sc(NC(=O)c3ccc([N+](=O)[O-])s3)c2C(N)=O)C1,0.0,8,12,-0.2
CC(C)n1c(Nc2cnccn2)nc2c(Nc3ccc4c(c3)OCO4)ncnc21,-0.8,-5,-43,0.5
COc1ccc(C2=NN(C(=O)CSc3nnc(CNC(=O)c4cccc([N+](=O)[O-])c4C)n3C)C(c3ccc(OC)cc3)C2)cc1 (configuration not stated),0.2,-5,9,-0.1
CC1CCc2cc(F)ccc2N1C(=O)c1ccc(N2CC3CC(C2)c2cccc(=O)n2C3)c(NC(=O)c2cccnc2)c1 (configuration not stated),-0.1,-6,-5,-0.1
CSc1ccccc1C(=O)NCCSc1ccccc1,0.8,8,1,0.0
Cc1ccc(NC(=O)CN(C)S(=O)(=O)c2ccc3[nH]c4c(c3c2)CCCC4)cc1,0.1,5,1,-0.2
Cc1ccc(S(=O)(=O)NCC(N)=O)cc1,0.5,-13,-19,-0.2
CCOc1ccccc1Nc1ncnc2sc(C)cc12,-1.0,8,12,0.1
N#Cc1ccc(Oc2ccc(NC(=O)C3CCCCC3C(=O)O)cc2)cc1 (configuration not stated),-0.1,10,7,0.0
O=C(NCc1ccc(Cl)c(Cl)c1)c1cccnc1SCc1ccccc1F,1.1,8,-4,0.2
O=C(Nc1cc(C(F)(F)F)ccc1Cl)c1cc(S(=O)(=O)N2CCc3ccccc32)ccc1F,-1.0,19,-5,-0.1
O=C(Cn1ncc2c3ccccc3n(Cc3ccc(F)cc3)c2c1=O)NCc1ccccn1,-0.1,7,-4,-0.2
COC(=O)c1ccccc1NC(=O)CSc1nnc(-c2ccccc2)n1-c1ccccc1,-1.5,10,-32,0.1
O=C(CC(Nc1ccc2ccccc2c1)c1cccnc1)c1ccccc1 (configuration not stated),-0.6,1,-2,-0.1
O=C(Cc1ccccc1)Nc1nnc(-c2ccccc2I)s1,0.6,-1,6,0.1
CC(C(=O)NCC1CCCO1)c1ccc([N+](=O)[O-])cc1 (configuration not stated),-0.2,24,-1,1.5

Entries of single compounds, looked up by structure. Values in the order: GPR151 ag, MITF primary, TEAD-YAP inh, FBW7 act
Shown for COc1ccc2cc(CN(CCO)C(=O)c3ccc(Br)cc3)c(=O)[nH]c2c1 = 0.1, 1, 1, 0.1
Shown for N#CC1(C#N)[C@H](c2ccc(Br)cc2)[C@@H](C(=O)c2ccccc2)N2c3ccccc3C=C[C@@H]21 = -1.5, 16, -8, 0.4
Shown for Cc1c(C(=O)Nc2cc(Cl)ccc2O)cccc1[N+](=O)[O-] = -0.7, -11, -2, 0.5

Of the compounds above, these have a furan ring, fused or not.
Structure,GPR151 ag,MITF primary,TEAD-YAP inh,FBW7 act
O=C(/C=C\c1ccc([N+](=O)[O-])cc1)OCc1ccco1,3.1,2,2,-0.3
Cc1ccc(C(=O)Nc2ncc(Cc3ccccc3F)s2)o1,-0.3,5,-59,-0.1

Assay outcomes deposited in PubChem BioAssay by The Scripps Research Institute Molecular Screening Center.
